TRPV1 agonist: activates the human vanilloid receptor TRPV1. Q8NER1. activation, % at 8.33 µM. 320,000 tested, 0.19% active. TRPV1-expressing cells, Fluo-8 calcium influx, agonist mode; in the data active means activation above about 80%; inconclusive means between about 30% and that limit; further: 0% is about no effect
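Fluo-8 calcium influx in TRPV1-expressing cells, kinetic read (ex 480/em 520 nm). Compound added and read 3 min for agonist activity, followed by capsaicin at EC20 final and 2 min further read for enhancement.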
p53 reactivator: restores transcriptional activity of mutant p53; 320,000 tested, 0.063% active; AID 504706; H1299 p53-A138V BP100-luciferase reporter, luminescence, 24 h; Potency, µM (highest dose often 92.2 µM), inactives show at the top dose activity change, positive = activation, hits mostly activators; further: potency means the concentration at half of the fitted maximal effect; % of control where 0% means no effect; nearly all actives have a fitted effect of over 45% in size
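H1299 (p53-null), stable ts p53-A138V + BP100-Luc; 1000 cells/well, Opti-MEM/10% FBS; cpd 4 pt, 1:5; 24 h, 37 deg C, 5% CO2; detection reagent 10 min RT; luminescence.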
MLL CXXC-DNA inh: blocks binding of human MLL CXXC domain to DNA; 290,000 tested, 0.037% active; Q03164; Potency, µM (series often up to 115 µM), for the others: at the top dose activity change, negative = inhibition, most hits filed as inhibitors; MLL-CXXC / FITC-HOXA9 DNA fluorescence polarization; active means well fitted inhibition curve with a large enough effect in the polarisation, with a control signal flat, not every such curve was filed as active; inconclusive means small, poorly fitted or top-dose-only effect, or effect the other way, or a change in a side signal; inactive means no such curve, though single readings can be large or run the other way; the % refers to the polarisation; further: potency means the concentration at half of the fitted maximal effect
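Purified MLL-CXXC (added from a 7 uM solution) was preincubated 5 min at ambient with pinned compounds in 50 mM Tris-HCl pH 7.5, 50 mM NaCl, 1 mM DTT, 0.05% BSA. Fluorescein-labeled HOX-A9 DNA (50 nM solution) followed, 30 min, then polarization read.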
Integrin act MD: integrin-mediated muscular dystrophy alleviation activation. alpha7betagal myoblasts, beta-gal FDG fluorescence, 48 h. Potency, µM (top dose mostly 38.3 µM), for the others: top-dose activation, usual class: activators. 350,000 tested, 0.064% active. AID 624291;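 further: potency means the concentration at half of the fitted maximal effect; 100% = response of the positive control SU9516; nearly all actives have a fitted effect of over 60% in size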
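alpha7betagal+/- myoblasts (passage 13, 250/well) treated 48 h at 37C with compounds at 1:260 dilution of DMSO stock. Lysed, then beta-galactosidase activity read as FDG fluorescence (ex 480/em 540) after 30 min, with pre-read for autofluorescence.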
BRCA1 expr up: BRCA1 expression activation; MCF7-BRCA1-FFLuc reporter, luminescence, 48 h; response scale: scaled: vehicle 0%, 10 µM genistein 100%; Potency, µM (doses to about 46.1 µM), without a hit: at the highest dose activation, most hits filed as activators; 380,000 tested, 1.1% active; AID 624202; further: potency means the concentration at half of the fitted maximal effect; nearly all actives have a fitted effect of over 80% in size; some results filed as inactive show a strong effect at the top dose
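MCF7 cells carrying a BRCA1-firefly luciferase reporter (2000 cells/well, phenol-red free MEM) were attached for 2 h at 37 °C, then given compounds for 48 h. Luminescence was read 15 min after luciferase reagent; activity normalized to genistein (10 microM) and DMSO.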
AT treatment: potential ataxia-telangiectasia treatment. 320,000 tested, 0.19% active. […] A-T fibroblasts, KAP-1 phosphorylation AlphaLISA; neocarzinostatin DNA damage 30 min before lysis. AID 485349. Potency, µM (top dose mostly 57.5 µM), for the others: at the top dose activation, actives largely listed as activators; further: potency means the concentration at half of the fitted maximal effect; % of control where 0% means no effect; nearly all actives have a fitted effect of over 45% in size
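hTERT-immortalized A-T patient fibroblasts ([…]), 500 cells/well in OPTI-MEM, 1% FBS, got compounds for 60 min, then NCS for 30 min at 37C. Lysates were then assayed for phospho-KAP-1 by AlphaLISA (anti-pKAP1 donor, anti-KAP1 acceptor beads), 6 hr at 25C.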
TCR act: activators of T cell receptors. Potency, µM (series often up to 9.22 µM), for the others: at the top dose activation of IL-2 secretion, most hits filed as activators. primary human leukocytes, anti-CD3, IL-2 HTRF, 48 h. 330,000 tested, under 10 active; further: % of control where 0% means no effect
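IL-2 produced over 48 hr by a-CD3 bead-stimulated primary human leukocytes exposed to compounds was detected with a homogeneous time-resolved FRET immunoassay, 665nm acceptor signal after 320nm excitation.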
TSG101-PTAP inh: blocks PTAP/TSG101 interaction to inhibit HIV-1 budding | Q99816 | Fluorescence polarization, FITC-PTAP peptide / Tsg101 binding | Potency, µM (series often up to 115 µM), without a hit: top-dose activity change, negative = inhibition, usual class: inhibitors | 340,000 tested, under 10 active | AID 493005; active means well fitted inhibition curve with a large enough effect in the main read-out, with a control signal flat, not every such curve was filed as active; inconclusive means small, poorly fitted or top-dose-only effect, or effect the other way, or a change in a side signal; inactive means no such curve, though single readings can be large or run the other way; further: potency means the concentration at half of the fitted maximal effect; % of control where 0% means no effect
Target sequence (Q99816 whole entry, looked up): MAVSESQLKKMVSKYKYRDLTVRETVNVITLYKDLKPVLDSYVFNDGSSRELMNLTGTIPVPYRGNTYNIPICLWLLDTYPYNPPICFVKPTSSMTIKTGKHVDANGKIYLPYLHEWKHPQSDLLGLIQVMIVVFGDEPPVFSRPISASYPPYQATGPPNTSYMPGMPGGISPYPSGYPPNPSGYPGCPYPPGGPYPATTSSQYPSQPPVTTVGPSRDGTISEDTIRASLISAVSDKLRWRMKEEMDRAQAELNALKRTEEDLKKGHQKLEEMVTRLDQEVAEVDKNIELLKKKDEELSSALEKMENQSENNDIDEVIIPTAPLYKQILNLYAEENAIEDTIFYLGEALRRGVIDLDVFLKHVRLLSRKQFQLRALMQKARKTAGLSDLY
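Steps: Tsg101 binding domain dispensed (10 uM final), compounds pinned in DMSO, FITC-labeled PTAP-motif peptide added (50 nM final); after 20 min binding at room temperature, polarization measured.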
B2AR arrestin: agonists driving beta-arrestin recruitment to human beta2-adrenergic receptor | P07550 | beta-arrestin recruitment to beta2AR, cell-based reporter | Potency, µM (doses to about 46.1 µM), for the others: top-dose activation, usual class: activators | 330,000 tested, 0.02% active | AID 492947;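 further: potency means the concentration at half of the fitted maximal effect; 0% = DMSO controls and full agonism = EC100 isoproterenol or metaproterenol; nearly all actives have a fitted effect of over 65% in size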
Target sequence (P07550 whole entry, looked up): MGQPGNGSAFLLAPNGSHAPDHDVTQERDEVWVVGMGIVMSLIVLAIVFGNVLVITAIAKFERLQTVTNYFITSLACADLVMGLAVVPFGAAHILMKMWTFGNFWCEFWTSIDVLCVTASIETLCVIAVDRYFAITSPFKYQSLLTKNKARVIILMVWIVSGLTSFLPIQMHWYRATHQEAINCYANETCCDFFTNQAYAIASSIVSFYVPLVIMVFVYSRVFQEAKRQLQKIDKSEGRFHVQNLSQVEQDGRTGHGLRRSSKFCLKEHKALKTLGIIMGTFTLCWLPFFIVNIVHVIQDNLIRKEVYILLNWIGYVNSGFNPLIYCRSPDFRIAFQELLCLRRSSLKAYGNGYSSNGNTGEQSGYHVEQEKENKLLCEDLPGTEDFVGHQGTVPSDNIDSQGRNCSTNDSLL
ELG1 DNA repair: inhibitors of ELG1-dependent DNA repair in HEK293T cells; 330,000 tested, 2.3% active; HEK293T ELG1-luciferase reporter, luminescence, 16 h; DNA damage induced by 5-fluorouridine; Potency, µM (highest dose often 46.1 µM), for inactives: at the highest dose activity change, negative = inhibition, actives largely listed as inhibitors; further: potency means the concentration at half of the fitted maximal effect; on the % scale 0 is the no-effect control and ±100 the full control effect; nearly all actives have a fitted effect of over 55% in size
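Luminescence from the luciferase reporter, measured 30 min after ONE-Glo reagent at room temperature, was the read-out. Beforehand, 2,000 cells per well were exposed for 16 hr at 37 °C to 5-fluorouridine together with compound or vehicle.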
Active calls of the source: *; ? = inconclusive; / = not tested or not shown; & = joins results of further samples; [ ] = another dose, or the depositor's remark. Unless noted, the call rests on the fitted dose curve; in most records, active means well fitted curve in the direction sought with a large enough effect; inconclusive means small, poorly fitted or top-dose-only effect, or another doubt; inactive means no such curve, though single readings can be large; an effect the other way counts as inactive or inconclusive.

SMILES	TRPV1 agonist	p53 reactivator	MLL CXXC-DNA inh	Integrin act MD	BRCA1 expr up	AT treatment	TCR act	TSG101-PTAP inh	B2AR arrestin	ELG1 DNA repair
COc1ccc(S(=O)(=O)N2CCC(C(=O)NC3CCCCC3)CC2)cc1OC	17	-1%	/	0%	-11%	-13%	-3%	0%	-0.1%	-4%
Cn1nnnc1P(=O)(c1ccccc1)c1ccccc1	0	1%	-5%	0%	3%	8%	/	-16%	-0.1%	-7%
Cn1ncc(Cl)c1C(=O)N1CCN(c2ccccc2)CC1	0	9%	?	-14%	5%	-2%	2%	-5%	-0.7%	4%
Cc1c(NC(=S)N/N=C/c2ccc([N+](=O)[O-])cc2O)c(=O)n(-c2ccccc2)n1C	0	5%	4%	?	-4%	-9%	2%	-3%	-0.6%	-25%
CC(=O)Nc1ccccc1OCC(O)CS(=O)(=O)c1ccc(C(F)(F)F)cn1 (centres undefined)	0	-1%	14%	3%	9%	9%	0%	-6%	0.2%	?
S=c1[nH]nc(-c2ccco2)n1/N=C/C=C/c1ccccc1	7	1%	-21%	0%	-23%	-4%	2%	-5%	-0.9%	1%
COc1cccc(OCCn2cc(C(C)=O)c3ccccc32)c1	7	6%	-3%	-59%[inhibitor]	-47%	4%	-1%	0%	-0.8%	?
COc1ccc([N+](=O)[O-])cc1/C=N/NC(=O)CNC(=O)c1cccc(F)c1	0	-1%	22%	5%	-17%	13%	0%[46.1 µM]	0%	5.4%	-9%
OC1CCCN(Cc2nc(Cc3ccccc3Cl)no2)C1 (centres undefined)	1	1%	3%	11%	36%	5%[11.5 µM]	0%	-9%	-0.7%	6%
Cn1nc(C(F)(F)F)c(C(=O)Nc2ccc(F)cc2F)c1Sc1ccc(Cl)cc1	1	-5%	6%	6%	-13%	1%	-2%	-2%	-1.9%	-9%
Cc1ccc2c(Cl)c(C)c(N3CCOCC3)nc2n1	/	/	/	-1%	-13%	/	3%	-5%	/	/
N#Cc1ccc(C(=O)N/N=C/c2cn(CC(=O)O)c3ccccc23)c(F)c1	6	31%	1%	-4%	-22%	3%	-1%[46.1 µM]	1%	-1.5%	0%
COc1ccc(C)cc1NC(=O)C1CCN(C(=O)C2CC(=O)N(c3ccc(C)cc3)C2)CC1 (centres undefined)	2	-11%	-11%	-12%	-6%	0%	2%	-3%	0.4%	-5%
Cc1ccc(C)c(N2CCN(S(=O)(=O)c3cc4c(cc3C)NC(=O)CO4)CC2)c1	-1	7%	/	13%	-24%	-3%	-5%	2%	0.0%	-2%
O=C(NC1CC1)C1=C[C@@H](c2ccc(C(F)(F)F)cc2)C[C@@H](OCc2ccc(CO)cc2)O1	/	/	/	-1%	-14%	/	-28%	-6%	/	/
Cc1ccc(SCC(=O)Nc2ccc3c(c2)OCCO3)cc1	6	?	4%	13%	27%	0%	-3%[46.1 µM]	-1%	0.3%	?
COc1cccc(C(C#N)N2N=C(C)CC2(C)C)c1O (centres undefined)	0	3%	-1%	-25%	0%	6%	-20%	-5%	-0.1%	12%
O=C1CC(Sc2ncccc2C(=O)O)C(=O)N1 (centres undefined)	-3	7%	13%	?	10%	-2%	-17%	-4%	0.4%	?
O=C(Nc1cc(S(=O)(=O)N2CCOCC2)ccc1N1CCCCC1)c1ccccc1Br	/	2%	/	6%	-27%	19%	7%	-2%	0.1%	?
Cc1cc(S(=O)(=O)n2[nH]c(=O)c(CCO)c2C)c(Cl)cc1Cl	20	-2%	6%	?	-16%	-2%	-4%	-3%	-0.5%	-14%
Cc1ccc(SCc2cc(=O)[nH]c(SCC(=O)Nc3cc(Cl)ccc3Cl)n2)cc1	4	-5%	-6%	0%	-26%	1%	11%	0%	0.2%	12%
CC(NC(=O)c1ccccc1F)c1nnc(SCC(=O)Nc2nnc(C3CC3)s2)n1C (centres undefined)	-1	1%	/	2%	-17%	0%	-1%	-5%	-0.1%	0%
CC(C)CC(NC(=O)OC(C)(C)C)c1cn([C@@H](Cc2cc3ccccc3[nH]2)C(=O)N2CCN(C(=O)OC(C)(C)C)CC2)nn1 (some centres undefined)	-5	0%	-1%	-17%	-49%	16%	-248%	0%	-0.3%	?
Cc1ccc(OCC(=O)N2c3ccccc3NC(=O)C2(C)C)c([N+](=O)[O-])n1	1	-2%	-4%	-15%	3%	2%	8%	0%	0.0%	13%
O=C(NNS(=O)(=O)c1ccc(Cl)cc1Cl)c1cc2ncc(C(F)(F)F)cc2s1	-1	3%	0%	-12%	2%	-2%	4%	-2%	-0.6%	2%

Reprinted at random: 2 compounds from above, in no set order.
SMILES	TRPV1 agonist	p53 reactivator	MLL CXXC-DNA inh	Integrin act MD	BRCA1 expr up	AT treatment	TCR act	TSG101-PTAP inh	B2AR arrestin	ELG1 DNA repair
Cc1ccc2c(Cl)c(C)c(N3CCOCC3)nc2n1	/	/	/	-1%	-13%	/	3%	-5%	/	/
N#Cc1ccc(C(=O)N/N=C/c2cn(CC(=O)O)c3ccccc23)c(F)c1	6	31%	1%	-4%	-22%	3%	-1%[46.1 µM]	1%	-1.5%	0%

New compounds follow.
SMILES	TRPV1 agonist	p53 reactivator	MLL CXXC-DNA inh	Integrin act MD	BRCA1 expr up	AT treatment	TCR act	TSG101-PTAP inh	B2AR arrestin	ELG1 DNA repair
COc1ccc(C(C#N)Nc2ccccc2OC)cc1 (centres undefined)	-5	-23%	-11%	29%	11%	-3%	2%	-4%	0.1%	-2%
O=C1Nc2ccc(Br)cc2C1=Nc1ccc(-c2nnc3n2CCCCC3)cc1	2	10%	-4%	/	/	9%	/	/	-0.1%	-2%
Cc1ccc2nc(-c3ccc(NC(=O)COC(=O)c4cncc(Br)c4)cc3)sc2c1	1	?	12%	-12%	-6%	1%	2%[46.1 µM]	-2%	0.1%	?
COc1ccccc1/C=C(\NC(=O)c1cccc(C)c1)C(=O)Nc1ccccn1	1	-3%	-2%	-12%	-7%	11%	-21%	1%	-0.4%	9%
COc1ccc2cc(CN(CCO)C(=O)c3ccc(Br)cc3)c(=O)[nH]c2c1	1	-5%	2%	9%	-20%	4%	0%	-1%	0.3%	?
COc1ccccc1NC(=O)CC(NCc1ccccc1)C(=O)O (centres undefined)	0	13%	1%	3%	-5%	16%	-9%[46.1 µM]	-3%	-0.6%	13%
O=C(NCCc1ccc(Cl)cc1)c1cc(-c2ccccn2)nc2ccccc12	2	-5%	-3%	-13%	-36%	-9%	-2%	1%	0.4%	?
O=C(CCn1c(=O)sc2ccccc21)NCCC1=CCCCC1	15	-7%	1%	18%	0%	5%	-2%	-4%	-0.2%	?
CS(=O)(=O)c1cnc(-c2cccnc2)nc1N	-1	9%	2%	10%	-10%	-1%	-10%	-2%	0.0%	28%
Cc1ncsc1CCOC(=O)c1cccc([N+](=O)[O-])c1	4&8	-7%&-1%	-1%&103%	-11%&-11%	-13%&12%	1%&0%	0%[46.1 µM]	-4%&-3%	-0.5%&-0.5%	7%&6%
CCOC(=O)c1cnc(-n2nc(C)cc2C)nc1Nc1cccc(C(=O)O)c1	1	17%	-1%	0%	35%	1%	1%	-6%	-0.1%	?
CN(NC(=O)c1ccccc1)C1=NS(=O)(=O)c2ccccc21	-1	-3%	6%	1%	0%	-2%	-1%	-5%	-0.3%	-5%
Cn1cnnc1SCC(=O)N1N=C2/C(=C/c3ccco3)CCCC2C1c1ccco1 (centres undefined)	-3	-18%	26%	-22%	-15%	10%	-4%	0%	0.3%	7%
CCOc1ccc2sc(NS(=O)(=O)c3ccc(OC)c(OC)c3)nc2c1	-1	/	-2%	3%	-9%	/	2%	-12%	/	/
Cc1ccc(C2CC(=O)Nc3cc4c(cc32)OCO4)o1 (centres undefined)	8	-3%	1%	2%	-11%	1%	0%	-7%	-0.8%	0%
CC(=O)c1cccc(NC(=S)NC(=O)c2ccccc2Br)c1	12	7%	-4%	-3%	20%	9%	-1%[46.1 µM]	-2%	-0.4%	1%
S=C(NCCc1ccccc1)N/N=C/c1cccs1	/	/	/	7%	-4%	/	-4%	-1%	/	/
CN=C(C)C1=C(O)C(C(=O)OC)C(C)(C)CC1=O (centres undefined)	-4	8%	-3%	15%	2%	13%	0%	-7%	-0.4%	0%
CC1CCc2nn(CC(=O)N3CCCCCC3)cc2C1 (centres undefined)	23	9%	9%	-20%	5%	5%	-1%	0%	-0.8%	?
COc1cc(C(C(=O)Nc2c(C)cccc2C)N(C)C(=O)c2ccc(-n3cnnn3)cc2)ccc1O (centres undefined)	-1	-1%	-8%	44%	0%	-9%	0%	-11%	-0.1%	-17%
O=C(O)C(Cc1ccccc1)N1C(=O)/C(=C/C=C/c2ccco2)SC1=S (centres undefined)	1	1%	12%	-17%	-23%	-12%	4%	1%	0.5%	?
CC(=O)c1ccccc1OCCn1nnc(-c2ccc(C)cc2)n1	8	-13%	0%	-30%	4%	2%	-2%[46.1 µM]	-3%	0.0%	3%

Bioassay records as filed in PubChem BioAssay.

The order is random; any-hit rate near 3.8%.
